Source: PubChem
ERa coact inh – ER-alpha (human) coactivator binding inhibition; TR-FRET ER-alpha LBD / SRC-1 peptide, estradiol-bound; P03372; 86,000 tested, 1.7% active; AID 629; inhibition, % at 25.6 µM; in the data active = inhibition above about 50%;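 note: 0% = receptor plus peptide control and 100% = peptide only without receptor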
CD11b adhes enh – enhancers of human CD11b/CD18 binding to fibrinogen | P05107+P11215 | K562 CD11b/CD18 adhesion to fibrinogen, ATPlite luminescence | activation, % at 10 µM | 93,000 tested, 0.07% active;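 active = 10 µM primary screen giving 50% or more activity, confirmed by 40% or more on retest at that dose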; note: strong numbers were not always called active
PLK1 PBD inh – inhibitors of human Plk1 polo box domain binding; P53350; Plk1 PBD phosphopeptide binding, fluorescence polarization; 97,000 tested, 0.13% active; inhibition, %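 (tested at about 20 µM)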; in the data active = inhibition above about 34%, passing the limit was not always enough
PLK1 inh – inhibitors of human PLK1 kinase. P53350. recombinant PLK1 kinase, TR-FRET peptide phosphorylation. inhibition, % at 10 µM. AID 619. 97,000 tested, 0.53% active;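 active = inhibition of 50% or more in the single-concentration screen; inactive = inhibition below 50%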;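 note: 0% = DMSO max control and 100% = H-89 dihydrochloride min control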
ERa coact pot – ER-alpha (human) coactivator binding potentiation; TR-FRET ERalpha-LBD/SRC-Cy5 coactivator binding, 2 h; 100 = basal binding, no effect; coactivator binding (% of control), % at 25.6 µM; 86,000 tested, 1.3% active; in the data active = activity above about 200%;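 note: binding measured in presence of low estradiol as agonist stimulus; 0% = peptide alone without receptor and 100% = receptor with peptide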
FAK blocker – inhibitors of human focal adhesion kinase; Q05397; biochemical FAK kinase activity assay; inhibition, %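 (tested at 7 µM)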; 97,000 tested, 0.84% active; AID 727; in the data active = inhibition above about 19%;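 note: 0% = DMSO and 100% = reference compound high control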
Target sequence (Q05397 whole entry, looked up): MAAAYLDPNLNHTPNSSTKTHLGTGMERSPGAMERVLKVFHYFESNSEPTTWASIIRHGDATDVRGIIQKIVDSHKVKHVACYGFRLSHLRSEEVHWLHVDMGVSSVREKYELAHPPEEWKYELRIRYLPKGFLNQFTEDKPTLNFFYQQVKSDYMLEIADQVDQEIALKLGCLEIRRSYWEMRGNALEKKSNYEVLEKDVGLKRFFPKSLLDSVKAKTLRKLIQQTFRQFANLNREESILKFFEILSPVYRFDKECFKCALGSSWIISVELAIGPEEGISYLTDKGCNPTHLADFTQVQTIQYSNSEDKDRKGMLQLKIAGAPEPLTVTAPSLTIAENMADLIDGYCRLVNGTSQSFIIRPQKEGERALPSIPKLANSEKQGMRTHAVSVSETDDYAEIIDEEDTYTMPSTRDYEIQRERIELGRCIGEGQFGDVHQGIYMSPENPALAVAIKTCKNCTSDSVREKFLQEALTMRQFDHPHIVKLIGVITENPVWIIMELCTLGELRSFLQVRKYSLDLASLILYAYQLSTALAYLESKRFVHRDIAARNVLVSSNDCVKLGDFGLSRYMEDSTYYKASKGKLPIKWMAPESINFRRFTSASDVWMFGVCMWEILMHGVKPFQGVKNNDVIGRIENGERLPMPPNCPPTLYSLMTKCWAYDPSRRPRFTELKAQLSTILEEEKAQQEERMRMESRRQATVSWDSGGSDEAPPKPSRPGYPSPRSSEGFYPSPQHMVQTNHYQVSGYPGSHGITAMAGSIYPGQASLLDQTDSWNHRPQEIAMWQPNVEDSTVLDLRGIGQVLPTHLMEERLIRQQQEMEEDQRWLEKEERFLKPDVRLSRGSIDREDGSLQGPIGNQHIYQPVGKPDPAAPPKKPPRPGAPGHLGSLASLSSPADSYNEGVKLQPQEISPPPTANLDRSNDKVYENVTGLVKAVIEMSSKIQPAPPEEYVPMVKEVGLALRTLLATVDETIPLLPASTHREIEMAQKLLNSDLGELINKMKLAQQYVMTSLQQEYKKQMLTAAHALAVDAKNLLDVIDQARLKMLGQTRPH
Rev-RRE block – disrupts HIV-1 Rev binding to RRE RNA. P05866. inhibition, % at 8 µM. 97,000 tested, 0.79% active. Rev peptide-RRE RNA binding, FRET;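 active = inhibition above the screen-wide mean plus 3 SD, cut at about 35% in these data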;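 note: 0% = median DMSO wells and 100% = median Neomycin B control wells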
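System: Cy5-labelled duplex RRE RNA binding fluorescein-labelled HIV Rev peptide; Signal: fluorescein-to-Cy5 FRET, 480 nm excitation; Also added: labelled Rev peptide; Compound: one concentration, 8 µM nominal; Buffer or medium: HEPES pH 7.5 salt buffer with EDTA; Read-out: % inhibition of FRET ratio versus controls; Schedule: 5 min preincubation and 15 min binding, 25 °C.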
Mac1 fbg inh – inhibitors of human CD11b/CD18 binding to fibrinogen | AID 1497 | K562 CD11b/CD18 adhesion to fibrinogen, ATPlite luminescence; Mn2+ added to activate the integrin | inhibition, % at 10 µM | 93,000 tested, 0.54% active | P05107+P11215;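 active = primary inhibition of 50% or more at 10 µM, then 40% or more on retest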; note: some results filed as inactive read as strong as hits
ERb coact inh – ER-beta (human) coactivator binding inhibition; TR-FRET ER-beta LBD / SRC1-Cy5 peptide binding; receptor agonist-loaded with 1 µM estradiol; inhibition, % at 25.6 µM; 86,000 tested, 1.3% active; Q92731;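 active = compounds whose percent inhibition of the receptor-coactivator binding signal exceeds about 50% in the single-dose screen, limit read from the data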;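 note: 0% = receptor plus peptide wells without compound and 100% = peptide-only wells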
The depositor's hits bear a star; . = no result given; [ ] = dose if it differs, or a comment.

1: Cc1cc2c(cc1C)N(C(=O)CSC1=NCCS1)C(C)(C)c1ssc(=S)c1-2
2: CCC(NS(=O)(=O)c1ccc(C)cc1)C(=O)N1CCC2(O)CCCCC2C1 (stereo not drawn)
3: CCN1CCCC1CNC(=O)C1CCN(Cc2nc(-c3cccc(Br)c3)oc2C)CC1 (stereo not drawn)
4: Cc1ccc2cc(CN(C(=O)C3CCCO3)C3CCCCC3)c(=O)[nH]c2c1 (stereo not drawn)
5: CCn1c(CNC(=O)c2ccco2)nnc1SCC(=O)Nc1cc(C)c(C)cc1Br
6: Clc1ccc(CN2CCCCCCC2)cc1Cl

| Screen / compound no. | 1 | 2 | 3 | 4 | 5 | 6 |
| --- | --- | --- | --- | --- | --- | --- |
| ERa coact inh | . | 8 | -4 | 4 | 6 | . |
| CD11b adhes enh | 5 | 10 | -3 | -6 | -1 | -2 |
| PLK1 PBD inh | 10 | -12 | 0 | 2 | -8 | 12 |
| PLK1 inh | -8 | -11 | -11 | -13 | -10 | -4 |
| ERa coact pot | . | 111 | 122 | 110 | 98[fluorescence artefact?] | . |
| FAK blocker | 2 | 2 | -3 | -9 | 0 | 0 |
| Rev-RRE block | -2 | 1 | 0 | 0 | 9 | 2 |
| Mac1 fbg inh | -42 | -25 | 0 | 2 | -11 | 2 |
| ERb coact inh | . | -2 | -7 | 8[fluorescence artefact?] | -3 | . |

7: O=C(/C=C(\c1ccc(Cl)cc1)n1cncn1)c1ccc(Cl)cc1
8: CCOC(=O)c1cc(=O)n2[nH]c(-c3ccc(C)cc3)cc2n1
9: c1ccc2sc(N3CCOCC3)nc2c1
10: C=CCn1c(SCC(=O)Nc2c(C)nn(Cc3ccccc3)c2C)nnc1C(O)c1ccccc1 (stereo not drawn)
11: CC(=O)Nc1cccc(OC(=O)N2CCOCC2)c1
12: COc1ccc(N2CCN(C(=N)/C(C(C)=O)=C(\C)O)CC2)cc1

| Screen / compound no. | 7 | 8 | 9 | 10 | 11 | 12 |
| --- | --- | --- | --- | --- | --- | --- |
| ERa coact inh | 5 | 7 | 7 | -11 | 15 | -2 |
| CD11b adhes enh | -7 | -2 | . | -3 | -2 | . |
| PLK1 PBD inh | 1 | 2 | -24 | -16 | -19 | -19 |
| PLK1 inh | -10 | -6 | -3 | -10 | -16 | 1 |
| ERa coact pot | 101 | 98 | 94 | 111 | 108 | 108 |
| FAK blocker | -3 | -8 | -1 | 1 | -3 | 1 |
| Rev-RRE block | 3 | 5 | 3 | -4 | 4 | 8 |
| Mac1 fbg inh | -6 | -2 | . | 3 | 7 | . |
| ERb coact inh | -2 | 5[fluorescence artefact?] | -4[fluorescence artefact?] | 10 | 3[fluorescence artefact?] | 0 |

13: CC(C)n1nnnc1SCC(=O)NNC(=O)C1CCCCC1
14: c1ccc(-c2nc(NC3CC3)nc(-n3ccnc3)n2)cc1
15: O=C(c1cc(-c2ccccc2Cl)on1)N1CCN(C(=O)c2ccco2)CC1
16: CCc1ccc2nc(N3C(=O)C(O)=C(C(=O)c4ccco4)C3c3cccs3)sc2c1 (stereo not drawn)
17: CCc1cc2c(=O)c(-c3nc4ccccc4[nH]3)coc2cc1OC(=O)N1CCOCC1
18: COc1ccccc1C(=O)Nc1ccc(S(=O)(=O)Nc2cc(C)nc(C)n2)cc1

| Screen / compound no. | 13 | 14 | 15 | 16 | 17 | 18 |
| --- | --- | --- | --- | --- | --- | --- |
| ERa coact inh | . | -5 | -2 | . | . | 11 |
| CD11b adhes enh | . | -3 | 2 | . | . | -3 |
| PLK1 PBD inh | -4 | 10 | -2 | 6 | 2 | -29 |
| PLK1 inh | -11 | -15 | -9 | -17 | 2 | -13 |
| ERa coact pot | . | 110 | 102 | . | . | 95 |
| FAK blocker | -5 | 3 | -5 | -11 | 4 | 1 |
| Rev-RRE block | 3 | 7 | 3 | 13 | 6 | 3 |
| Mac1 fbg inh | . | -7 | -7 | . | . | -1 |
| ERb coact inh | . | 0[fluorescence artefact?] | -5 | . | . | 2 |

Sorted by formula weight (ascending): some entries from above.
11: CC(=O)Nc1cccc(OC(=O)N2CCOCC2)c1
6: Clc1ccc(CN2CCCCCCC2)cc1Cl
14: c1ccc(-c2nc(NC3CC3)nc(-n3ccnc3)n2)cc1
8: CCOC(=O)c1cc(=O)n2[nH]c(-c3ccc(C)cc3)cc2n1
12: COc1ccc(N2CCN(C(=N)/C(C(C)=O)=C(\C)O)CC2)cc1
13: CC(C)n1nnnc1SCC(=O)NNC(=O)C1CCCCC1
15: O=C(c1cc(-c2ccccc2Cl)on1)N1CCN(C(=O)c2ccco2)CC1
18: COc1ccccc1C(=O)Nc1ccc(S(=O)(=O)Nc2cc(C)nc(C)n2)cc1

| Screen / compound no. | 11 | 6 | 14 | 8 | 12 | 13 | 15 | 18 |
| --- | --- | --- | --- | --- | --- | --- | --- | --- |
| ERa coact inh | 15 | . | -5 | 7 | -2 | . | -2 | 11 |
| CD11b adhes enh | -2 | -2 | -3 | -2 | . | . | 2 | -3 |
| PLK1 PBD inh | -19 | 12 | 10 | 2 | -19 | -4 | -2 | -29 |
| PLK1 inh | -16 | -4 | -15 | -6 | 1 | -11 | -9 | -13 |
| ERa coact pot | 108 | . | 110 | 98 | 108 | . | 102 | 95 |
| FAK blocker | -3 | 0 | 3 | -8 | 1 | -5 | -5 | 1 |
| Rev-RRE block | 4 | 2 | 7 | 5 | 8 | 3 | 3 | 3 |
| Mac1 fbg inh | 7 | 2 | -7 | -2 | . | . | -7 | -1 |
| ERb coact inh | 3[fluorescence artefact?] | . | 0[fluorescence artefact?] | 5[fluorescence artefact?] | 0 | . | -5 | 2 |

17: CCc1cc2c(=O)c(-c3nc4ccccc4[nH]3)coc2cc1OC(=O)N1CCOCC1
16: CCc1ccc2nc(N3C(=O)C(O)=C(C(=O)c4ccco4)C3c3cccs3)sc2c1 (stereo not drawn)
10: C=CCn1c(SCC(=O)Nc2c(C)nn(Cc3ccccc3)c2C)nnc1C(O)c1ccccc1 (stereo not drawn)
5: CCn1c(CNC(=O)c2ccco2)nnc1SCC(=O)Nc1cc(C)c(C)cc1Br

| Screen / compound no. | 17 | 16 | 10 | 5 |
| --- | --- | --- | --- | --- |
| ERa coact inh | . | . | -11 | 6 |
| CD11b adhes enh | . | . | -3 | -1 |
| PLK1 PBD inh | 2 | 6 | -16 | -8 |
| PLK1 inh | 2 | -17 | -10 | -10 |
| ERa coact pot | . | . | 111 | 98[fluorescence artefact?] |
| FAK blocker | 4 | -11 | 1 | 0 |
| Rev-RRE block | 6 | 13 | -4 | 9 |
| Mac1 fbg inh | . | . | 3 | -11 |
| ERb coact inh | . | . | 10 | -3 |

The listing continues.
19: CSC1=C(C#N)C(C)C2=C(CC(C)(C)CC2=O)N1 (stereo not drawn)
20: O=C(Nc1ccc(-c2cn3ccsc3n2)cc1)C1CC1
21: OCCCc1nc2n(n1)C(c1cccs1)C=C(c1ccc(Br)cc1)N2 (stereo not drawn)
22: COc1ccc(CNCCC(c2ccc(OC(C)C)cc2)C(C)C)cc1OC (stereo not drawn)
23: COc1cc2cc(C(=O)O)n(C)c2c(OC)c1OC
24: CCCCCc1nnc(NC(=O)Cc2cccs2)s1

| Screen / compound no. | 19 | 20 | 21 | 22 | 23 | 24 |
| --- | --- | --- | --- | --- | --- | --- |
| ERa coact inh | -2 | -4 | 16 | . | -16 | 94*[fluorescence artefact?] |
| CD11b adhes enh | -3 | -4 | 1 | . | -3 | 7 |
| PLK1 PBD inh | -4 | -8 | -149 | -15 | -26 | 5 |
| PLK1 inh | -6 | -5 | -28 | 2 | -2 | -3 |
| ERa coact pot | 114 | 112 | 83[fluorescence artefact?] | . | 136 | 20[fluorescence artefact?] |
| FAK blocker | 9 | 4 | 2 | 3 | 0 | 17 |
| Rev-RRE block | 1 | 2 | 135*[fluorescence artefact?] | 16 | 3 | -3 |
| Mac1 fbg inh | -7 | 9 | -6 | . | 2 | -7 |
| ERb coact inh | -1 | 4 | 3 | . | -6 | 82* |

25: CN(C1CCCCC1)S(=O)(=O)c1ccc(C(=O)O)cc1
26: COC(=O)/C(=C\c1ccc([N+](=O)[O-])o1)NC(=O)c1ccccc1
27: CC(=O)c1cccc(NC(=O)Nc2cc3sccc3n2C)c1
28: COc1ccc(CNC(=O)CCCn2c(SCC#N)nc3cc4c(cc3c2=O)OCO4)cc1
29: CC1(C)CC(=O)C=C(NCc2ccncc2)C1

| Screen / compound no. | 25 | 26 | 27 | 28 | 29 |
| --- | --- | --- | --- | --- | --- |
| ERa coact inh | 6 | . | 43[fluorescence artefact?] | . | . |
| CD11b adhes enh | -4 | -3 | 98 | . | -2 |
| PLK1 PBD inh | 7 | -3 | . | -27 | 41* |
| PLK1 inh | -18 | -8 | . | -8 | 36 |
| ERa coact pot | 101 | . | 88[fluorescence artefact?] | . | . |
| FAK blocker | -4 | -3 | . | -2 | -2 |
| Rev-RRE block | 6 | 11 | . | 3 | 0 |
| Mac1 fbg inh | -14 | 6 | -2 | . | 12 |
| ERb coact inh | 8 | . | 32[fluorescence artefact?] | . | . |
